14-3-3 Bad PPI: disrupts binding of bovine 14-3-3 zeta to phospho-Bad peptide. AID 781. 220,000 tested, 0.71% active. P63103. TR-FRET 14-3-3zeta/Dy647-pBad peptide displacement, 1 h. inhibition, % at 21.7 µM;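 active means inhibition above about 70%, limit read from the data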;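 further: 0% = full 14-3-3 plus peptide FRET controls and 100% = background without 14-3-3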
Target sequence (P63103 whole entry, looked up): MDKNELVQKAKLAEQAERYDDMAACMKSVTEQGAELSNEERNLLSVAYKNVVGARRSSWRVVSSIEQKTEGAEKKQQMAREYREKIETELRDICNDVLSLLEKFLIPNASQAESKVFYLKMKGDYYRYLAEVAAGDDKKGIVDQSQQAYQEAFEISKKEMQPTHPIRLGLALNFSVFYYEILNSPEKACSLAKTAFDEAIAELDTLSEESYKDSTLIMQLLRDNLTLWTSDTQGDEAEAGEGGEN
Runt-CBFb FRET: inhibitors of human RUNX1 Runt domain binding to CBFb; Q01196+Q13951; inhibition, % at 20 µM; 220,000 tested, 0.46% active; Cerulean-Runt/Venus-CBFb FRET ratio 530/480, 1 h;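 active means inhibition over about 50% at 20 µM in the single-dose screen, limit read from the data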;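 further: 0% = DMSO wells and 100% = excess unlabeled CBFb competitor control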
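Doses: 20 µM compound in 1% DMSO | Material: Cerulean-labeled Runt domain protein | Amount: Each fluorescent fusion protein 100 nM | Schedule: Two 1 h room-temperature incubations shielded from light | Measured by: FRET fluorescence | Evaluation: Loss of energy transfer signal | Controls: Unlabeled CBFb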
Runt-SMMHC FRET: Runt domain-CBFb-SMMHC interaction inhibition | Cerulean-Runt/Venus-CBFb-SMMHC FRET ratio 530/480, 1 h | inhibition, % at 20 µM | 220,000 tested, 0.74% active | AID 1434;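 active means mean inhibition across duplicate retests at 20 µM reaching about 50%, limit read from the data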;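 further: 0% = DMSO wells and 100% = wells with excess untagged CBFb-SMMHC; inhibitors lower the FRET ratio by blocking Runt binding to CBFb-SMMHC; some results filed as inactive read as strong as hits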
Hck Nef HTS: blocks Nef-activated human Hck kinase; P08631; Recombinant Hck-YEEI plus Nef, Z-Lyte FRET kinase assay; inhibition, % at 20 µM; 220,000 tested, 0.68% active; AID 463187;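 active means Hck-Nef kinase inhibition above about 50%, limit read from the data; inactive means inhibition below that limit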;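 further: 0% = DMSO with Hck plus Nef and 100% = Hck alone without Nef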
Target sequence (P08631 whole entry, looked up): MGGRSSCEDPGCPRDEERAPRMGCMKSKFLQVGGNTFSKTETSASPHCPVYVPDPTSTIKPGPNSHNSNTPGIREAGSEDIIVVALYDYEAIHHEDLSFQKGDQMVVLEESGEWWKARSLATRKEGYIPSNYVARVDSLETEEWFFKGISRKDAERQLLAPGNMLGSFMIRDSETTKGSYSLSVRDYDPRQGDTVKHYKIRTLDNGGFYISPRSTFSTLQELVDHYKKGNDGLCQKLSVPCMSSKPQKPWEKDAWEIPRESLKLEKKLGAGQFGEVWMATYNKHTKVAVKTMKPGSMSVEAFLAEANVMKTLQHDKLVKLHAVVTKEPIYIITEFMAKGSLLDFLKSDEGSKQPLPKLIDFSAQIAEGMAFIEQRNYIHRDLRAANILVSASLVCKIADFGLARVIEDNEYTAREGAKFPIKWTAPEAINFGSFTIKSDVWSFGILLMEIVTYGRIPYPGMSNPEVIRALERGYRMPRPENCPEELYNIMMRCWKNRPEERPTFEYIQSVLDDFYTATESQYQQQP
FXIIa inh 1536: factor XIIa (human) inhibition; P00748; purified FXIIa, Boc-QGR-AMC fluorogenic substrate, 2 h; inhibition, % at 5 µM; 220,000 tested, 0.3% active; in the data active means inhibition above about 40%;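 further: 0% = enzyme with no compound and 100% = blank without enzyme; many of its hits are not listed in these tables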
thrombin 1536: blocks human thrombin protease activity; P00734; alpha-thrombin, Boc-VPR-AMC fluorogenic substrate cleavage; inhibition, % at 5 µM; 220,000 tested, 0.26% active;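 active means inhibition at or above 40%; inactive means inhibition below 40%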;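 further: 0% = enzyme with no compound and 100% = wells without enzyme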
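System: human alpha-thrombin protein; Compound dosing: one concentration per compound, 5 µM, with 0.2% DMSO; Timing: reaction at room temperature; Technique: AMC fluorescence, 355/460 nm; Controls: enzyme without compound as high, wells lacking enzyme as low.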
Wee1 degr inh: human Wee1 degradation inhibition, primary screen | P30291 | HeLa Luc-Wee1K328M stability, luciferase luminescence; 100% = proteasome inhibitor MG132 effect | reporter increase, % at 5 µM | 220,000 tested, 1.2% active | AID 1321;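 active means activation above the mean of all tested compounds plus 3 SD, set per screening run, cut at about 8.8% in these data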;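 further: cells exposed to compound for 20 h before luminescence read; 0% = DMSO alone and 100% = MG132 at 30 µM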
hK5 inh: blocks human kallikrein 5 protease activity; Q9Y337; recombinant hK5, fluorogenic AMC substrate cleavage; inhibition, % at 5 µM; 210,000 tested, 0.59% active; AID 873;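 active means inhibition of 40% or more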;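 further: 0% = enzyme controls without compound and 100% = no-enzyme blanks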
FXIa inh: inhibitors of human coagulation factor XIa. AID 798. purified FXIa, Boc-Glu-Ala-Arg-AMC fluorogenic substrate. P03951. 220,000 tested, 0.14% active. inhibition, % at 5 µM;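 active means inhibition of at least 40%; inactive means inhibition below 40%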;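 further: fluorescence of freed AMC excited at 355 nm; 0% = enzyme without compound and 100% = no enzyme blank; many of its hits are not listed in these tables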
* = called active by the depositor; nt = not tested or not shown; [ ] = dose if it differs, or a comment.

SMILES	14-3-3 Bad PPI	Runt-CBFb FRET	Runt-SMMHC FRET	Hck Nef HTS	FXIIa inh 1536	thrombin 1536	Wee1 degr inh	hK5 inh	FXIa inh
O=C(NCCNc1nccc(C(F)(F)F)n1)c1cccs1	-1.6	-0.8	2.3	5.2	7.8	-4.4	9.2*	-6.5	3.9
O=C(CSc1nc2sc3c(c2c(=O)[nH]1)CCCC3)NCCO	4.3	nt	-0.7	22.7	0.5	-0.2	-1.9	-10.0	-7.9
COc1ccc(OCC(=O)N/N=C(\C)c2cc3ccccc3o2)cc1	-3.0	-2.1	2.9	7.6	13.1	-0.2	-0.7	-4.0	6.9
Cc1ccc(NC(=O)N2CCN(C/C=C/c3ccccc3)CC2)cc1	2.6	1.7	-0.4	-11.7	0.4	-4.5	0.2	-2.8	3.4
CCCC(=O)Nc1ccc(C(=O)Nc2cccc(OC)c2)cc1	-5.4[fluorescence artefact?]	-0.8	-0.3	6.5	3.9	-4.7	-2.8	-11.2	0.3
Cc1nsc(N)c1C(=O)O	-2.0	0.3	0.0	20.7	12.2	1.9	1.9	1.6	2.0
COC(=O)Cc1[nH]nc2c1C(c1ccc(O)c(OC)c1)C(C#N)=C(N)O2 (stereo not drawn)	10.2	3.2	6.3	33.4	13.7	1.8	-1.1	7.5	3.8
COc1ccc(S(=O)(=O)N2CCc3cc(OC)c(OC)cc3C2)cc1	10.8	0.1	3.8	7.4	11.2	1.4	0.1	1.6	1.6
COC(=O)c1ccc(Oc2nc(NC(C)C)nc(NC(C)C)n2)cc1	4.4	-1.4	2.8	24.5	6.5	-0.2	-2.3	2.4	-3.3
CCCCNC(=O)c1onc(CSc2cc(C)cc(C)c2)c1C(=O)O	27.1[fluorescence artefact?]	0.1	0.6	2.0	5.7	-6.0	1.0	-17.5	-2.7
Cc1sc(-n2c(C)cc(/C=N/n3cnnc3)c2C)c(C#N)c1C	2.5	30.2	8.2	-1.2	-0.4	-9.8	-3.0	-3.1	-0.3
COc1cc(C(=O)C(=O)c2ccc(O)c(OC)c2)ccc1O	2.4	-1.9	1.1	1.6	7.5	-0.4	1.5	3.5	2.5
Cc1ccc(NC(=O)C2(C)Cc3ccccc3C(=O)O2)cc1 (stereo not drawn)	-17.6	0.2	-2.9	2.4	9.8	7.1	-1.0	-1.6	-3.7
CCCN1CCC(NC(=O)Nc2ccccc2C(=O)OC)CC1	-1.1	-0.6	-1.6	2.7	9.4	-0.3	-0.4	13.4	2.7
O=C(NC(=S)NNC(=O)[C@H]1C[C@@H]1c1ccccc1)c1ccc(F)cc1	-9.1	19.9	-3.6	-3.7	14.2	-2.3	-0.3	-19.8	6.4
CCOC(=O)c1cc(CC)sc1/N=C/C1=C(O)CC(C)(C)CC1=O	-6.9	0.5	9.6	1.0	5.3	-5.3	3.2	1.3	-9.0
CN1CCN(NC(=O)CSc2ccc(Cl)cc2Cl)CC1	-4.8	2.5	-1.2	18.6	2.6	-34.7	4.8	-5.2	-9.1
N#Cc1c(C(F)(F)F)cc(C2CC2)nc1N1CCCC1	-8.3	-0.4	1.9	-1.2	2.3	-4.5	1.4	3.9	-4.3
CCNC(=S)N/N=C1\CCCCc2ccccc21	-17.0[fluorescence artefact?]	-0.8	-2.1	2.2	3.5	-5.6	-2.3	-16.6	-2.3
CCCc1cc(=O)[nH]c(SCC(=O)Nc2sc3c(c2C#N)CCC(C)C3)n1 (stereo not drawn)	-16.5	1.5	-4.3	7.0	6.2	0.2	-1.7	16.7	2.8

Record cards, as listed above. Screens in order: 14-3-3 Bad PPI	Runt-CBFb FRET	Runt-SMMHC FRET	Hck Nef HTS	FXIIa inh 1536	thrombin 1536	Wee1 degr inh	hK5 inh	FXIa inh
`N#Cc1c(C(F)(F)F)cc(C2CC2)nc1N1CCCC1` across the screens: -8.3	-0.4	1.9	-1.2	2.3	-4.5	1.4	3.9	-4.3
`Cc1sc(-n2c(C)cc(/C=N/n3cnnc3)c2C)c(C#N)c1C` across the screens: 2.5	30.2	8.2	-1.2	-0.4	-9.8	-3.0	-3.1	-0.3

14 neighbouring entries out of the list so far, quoted:
SMILES	14-3-3 Bad PPI	Runt-CBFb FRET	Runt-SMMHC FRET	Hck Nef HTS	FXIIa inh 1536	thrombin 1536	Wee1 degr inh	hK5 inh	FXIa inh
O=C(NCCNc1nccc(C(F)(F)F)n1)c1cccs1	-1.6	-0.8	2.3	5.2	7.8	-4.4	9.2*	-6.5	3.9
O=C(CSc1nc2sc3c(c2c(=O)[nH]1)CCCC3)NCCO	4.3	nt	-0.7	22.7	0.5	-0.2	-1.9	-10.0	-7.9
COc1ccc(OCC(=O)N/N=C(\C)c2cc3ccccc3o2)cc1	-3.0	-2.1	2.9	7.6	13.1	-0.2	-0.7	-4.0	6.9
Cc1ccc(NC(=O)N2CCN(C/C=C/c3ccccc3)CC2)cc1	2.6	1.7	-0.4	-11.7	0.4	-4.5	0.2	-2.8	3.4
CCCC(=O)Nc1ccc(C(=O)Nc2cccc(OC)c2)cc1	-5.4[fluorescence artefact?]	-0.8	-0.3	6.5	3.9	-4.7	-2.8	-11.2	0.3
Cc1nsc(N)c1C(=O)O	-2.0	0.3	0.0	20.7	12.2	1.9	1.9	1.6	2.0
COC(=O)Cc1[nH]nc2c1C(c1ccc(O)c(OC)c1)C(C#N)=C(N)O2 (stereo not drawn)	10.2	3.2	6.3	33.4	13.7	1.8	-1.1	7.5	3.8
COc1ccc(S(=O)(=O)N2CCc3cc(OC)c(OC)cc3C2)cc1	10.8	0.1	3.8	7.4	11.2	1.4	0.1	1.6	1.6
COC(=O)c1ccc(Oc2nc(NC(C)C)nc(NC(C)C)n2)cc1	4.4	-1.4	2.8	24.5	6.5	-0.2	-2.3	2.4	-3.3
CCCCNC(=O)c1onc(CSc2cc(C)cc(C)c2)c1C(=O)O	27.1[fluorescence artefact?]	0.1	0.6	2.0	5.7	-6.0	1.0	-17.5	-2.7
Cc1sc(-n2c(C)cc(/C=N/n3cnnc3)c2C)c(C#N)c1C	2.5	30.2	8.2	-1.2	-0.4	-9.8	-3.0	-3.1	-0.3
COc1cc(C(=O)C(=O)c2ccc(O)c(OC)c2)ccc1O	2.4	-1.9	1.1	1.6	7.5	-0.4	1.5	3.5	2.5
Cc1ccc(NC(=O)C2(C)Cc3ccccc3C(=O)O2)cc1 (stereo not drawn)	-17.6	0.2	-2.9	2.4	9.8	7.1	-1.0	-1.6	-3.7
CCCN1CCC(NC(=O)Nc2ccccc2C(=O)OC)CC1	-1.1	-0.6	-1.6	2.7	9.4	-0.3	-0.4	13.4	2.7

Carrying on.
SMILES	14-3-3 Bad PPI	Runt-CBFb FRET	Runt-SMMHC FRET	Hck Nef HTS	FXIIa inh 1536	thrombin 1536	Wee1 degr inh	hK5 inh	FXIa inh
Cc1ccccc1CSc1nnc(-c2ccncc2)o1	-4.3	-1.5	-2.3	5.1	-3.1	6.0	3.9	-15.2	-2.7
COc1ccccc1OCc1csc(N)n1	-4.8	-2.9	2.1	21.2	-5.4	nt	4.7	-5.6	-2.9
CCC(=O)N1CCN(c2ccc(NC(=S)NC(=O)c3ccc(OC)c([N+](=O)[O-])c3)cc2)CC1	-11.3	13.1	-2.5	17.7	2.6	0.0	1.7	-2.0	-2.4
Cc1ccc(S(=O)(=O)NC(=O)c2ccc(Br)o2)c(C)c1	50.9[fluorescence artefact?]	-0.6	2.5	-3.9	8.5	-2.8	-1.6	-9.6	-2.9
Cn1nc(-c2ccc(Cl)cc2)c2cc(C(=O)NCC3CCCO3)sc21 (stereo not drawn)	-4.5	-6.5	1.9	1.3	2.1	-8.4	2.9	16.9	-9.9
O=c1[nH]c2cc3c(cc2cc1C(c1nnnn1CC1CCCO1)N1CCCC1)OCO3 (stereo not drawn)	-0.9	5.6	-4.0	2.3	5.1	-7.0	-4.0	-0.2	-9.1
